High-throughput results: PubChem BioAssay, National Center for Advancing Translational Sciences (NCATS)
KCNH2 3.1 block: KCNH2 3.1 (human) potassium channel inhibition; U2OS KCNH2 3.1, thallium flux FluxOr; stronger effect = lower value; activity change, % (tested at about 1.8 µM); hit rate 0.95% among 340,000; AID 720553;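 active = maximum activity change below -70%; inconclusive = maximum activity change from -70% to -50%; inactive = maximum activity change above -50%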;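 note: thallium influx rate constant from kinetic fluorescence after stimulation buffer; % is set by controls: 0 for no effect and ±100 for the full control effect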
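Virally transduced U2OS (3.1 isoform, 4 h infection in dark at RT) → overnight 37 C → FluxOr + Red40 in HBSS/HEPES, 45 min → stimulation buffer, 2 min kinetic read → rate constant vs DMSO controls.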
uPA surface inh: blocks generation of uPA at the cell surface | cell surface uPA generation assay, qHTS | Potency, µM (doses to about 38.3 µM), for inactives: top-dose activity change, negative = inhibition, actives largely listed as inhibitors | hit rate 0.31% among 330,000; active = well fitted inhibition curve with a large enough effect; inconclusive = small, poorly fitted or top-dose-only effect; inactive = no such curve, though single readings can be large or run the other way; tested in mouse RAW 264.7 cells; note: potency is the fitted concentration of half-maximal effect; % is set by controls: 0 for no effect and ±100 for the full control effect; nearly all actives have a fitted effect of over 55% in size
NPC1 promoter act: NPC1 promoter activation; Huh7 NPC1 promoter luciferase reporter, 24 h; Potency, µM (doses to about 9.22 µM), for inactives: at the highest dose activation, actives largely listed as activators; hit rate 2.4% among 320,000; AID 485313;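 note: potency is the fitted concentration of half-maximal effect; % of control where 0% means no effect; nearly all actives have a fitted effect of over 60% in size; reporter is driven by a mutant NPC1 promoter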
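Luminescence from an NPC1 promoter-driven luciferase reporter in stably transfected Huh7 cells was measured after 24 h compound treatment at 37 °C, followed by 10 min ambient incubation with luciferase detection reagent.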
Giardia kill: Giardia lamblia killing; Giardia lamblia trophozoite viability; activity change, % at 7.66 µM, hits read low; hit rate 0.15% among 340,000; AID 540267; in the data active = activity change below about -80%; inconclusive = between about -30% and that limit;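 note: parasites exposed to compound for two days anaerobically before the ATP read; % is set by controls: 0 for no effect and ±100 for the full control effect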
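ATP-content bioluminescence gauges trophozoite survival. Cells (100/well) receive compound and incubate anaerobically for 48 hrs at 37 deg C; detection reagent follows for 15-30 min at room temperature.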
VP16 counter: Gal4-VP16 reporter inhibition counter-screen. hit rate 3.5% among 310,000. Drosophila S2 Gal4-VP16 UAS-luciferase, luminescence, 20 h. Potency, µM (highest dose often 53.6 µM), for the others: at the highest dose activity, negative = inhibition, actives largely listed as inhibitors;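 note: Gal4-VP16 expression switched on by copper sulfate through the metallothionein promoter; potency is the fitted concentration of half-maximal effect; % is set by controls: 0 for no effect and ±100 for the full control effect; nearly all actives have a fitted effect of over 50% in size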
ELG1 genotox: inducers of genotoxicity in HEK293T ELG1-luciferase cells; HEK293T ELG1-luciferase reporter, luminescence, 16 h; Potency, µM (series often up to 46 µM), without a hit: at the highest dose activity change, positive = activation, actives largely listed as activators; hit rate 1.3% among 330,000; AID 504466; note: potency is the fitted concentration of half-maximal effect; % of control where 0% means no effect; nearly all actives have a fitted effect of over 60% in size
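Screening used a luciferase reporter fused to human ELG1 in HEK293T cells. Luminescence was read on a CCD plate imager after 16 hr exposure and 30 min ONE-Glo incubation.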
Rab9 prom act: activates the Rab9 promoter | Huh7 Rab9 promoter-luciferase reporter, luminescence, 24 h | Potency, µM (doses to about 9.22 µM), without a hit: top-dose activation, negative = inhibition, usual class: activators | hit rate 2.8% among 320,000; note: potency is the fitted concentration of half-maximal effect; % of control where 0% means no effect; nearly all actives have a fitted effect of over 60% in size
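Promoter activation is measured as luciferase luminescence in Huh7 cells stably transfected with a Rab9 promoter–luciferase construct, following 24 h compound exposure at 37 °C and 10 min reagent incubation at ambient temperature.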
Coupling enz: coupling enzyme interference in Giardia aldolase counter-screen; hit rate 0.67% among 290,000; activity change, negative = inhibition, % at 58.2 µM, hits read low; coupling enzyme system counterscreen, AmpLite Red fluorescence; in the data active = activity change below about -30%; note: % is set by controls: 0 for no effect and ±100 for the full control effect
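Compounds tested against the coupling enzymes alone at 57.5 uM final; readout was AmpLite Red fluorescence (525/598 nm) after 20 min at RT.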
RORg inh: inhibitors of mouse ROR gamma transcriptional activity; P51450; Drosophila S2 Gal4-RORgamma UAS-luciferase reporter, 20 h; Potency, µM (titrated, usually from 53.6 µM), for the others: top-dose activity change, negative = inhibition, usual class: inhibitors; hit rate 5.4% among 310,000; note: potency is the fitted concentration of half-maximal effect; % is set by controls: 0 for no effect and ±100 for the full control effect; nearly all actives have a fitted effect of over 60% in size
Target sequence (P51450 whole entry, looked up, the tested form may be a part): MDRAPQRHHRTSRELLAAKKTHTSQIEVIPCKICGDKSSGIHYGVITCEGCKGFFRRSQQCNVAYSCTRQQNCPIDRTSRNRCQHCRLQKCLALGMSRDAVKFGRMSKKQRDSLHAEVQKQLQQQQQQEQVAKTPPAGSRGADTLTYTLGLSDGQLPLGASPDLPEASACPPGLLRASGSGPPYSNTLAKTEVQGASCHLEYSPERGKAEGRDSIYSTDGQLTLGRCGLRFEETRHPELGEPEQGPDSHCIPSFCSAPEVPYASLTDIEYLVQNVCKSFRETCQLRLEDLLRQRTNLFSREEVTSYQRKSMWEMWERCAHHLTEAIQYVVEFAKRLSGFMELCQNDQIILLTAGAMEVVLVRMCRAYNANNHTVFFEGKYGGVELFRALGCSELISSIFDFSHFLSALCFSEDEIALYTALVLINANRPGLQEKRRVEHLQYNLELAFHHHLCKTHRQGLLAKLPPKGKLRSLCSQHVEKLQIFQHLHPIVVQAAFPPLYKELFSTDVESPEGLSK
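A Gal4/UAS one-hybrid system in insect cells: metallothionein-promoter Gal4–ROR gamma fusion plus Photinus luciferase reporter. Copper sulfate 700 uM final, 20 hr ambient incubation, luminescent detection after 10 min with reagent.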
FLuc modulator: inhibits or activates purified firefly luciferase, miR-21 counter-screen | purified FLuc, Km substrates, luminescence inhibition | Potency, µM (highest dose often 57.5 µM), for inactives: at the highest dose activity change, negative = inhibition, most hits filed as inhibitors | hit rate 6.9% among 360,000 | AID 588342;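 note: potency is the fitted concentration of half-maximal effect; plate controls were vehicle for no effect and reference inhibitor for full effect; nearly all actives have a fitted effect of over 55% in size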
Target sequence (P08659 whole entry, looked up): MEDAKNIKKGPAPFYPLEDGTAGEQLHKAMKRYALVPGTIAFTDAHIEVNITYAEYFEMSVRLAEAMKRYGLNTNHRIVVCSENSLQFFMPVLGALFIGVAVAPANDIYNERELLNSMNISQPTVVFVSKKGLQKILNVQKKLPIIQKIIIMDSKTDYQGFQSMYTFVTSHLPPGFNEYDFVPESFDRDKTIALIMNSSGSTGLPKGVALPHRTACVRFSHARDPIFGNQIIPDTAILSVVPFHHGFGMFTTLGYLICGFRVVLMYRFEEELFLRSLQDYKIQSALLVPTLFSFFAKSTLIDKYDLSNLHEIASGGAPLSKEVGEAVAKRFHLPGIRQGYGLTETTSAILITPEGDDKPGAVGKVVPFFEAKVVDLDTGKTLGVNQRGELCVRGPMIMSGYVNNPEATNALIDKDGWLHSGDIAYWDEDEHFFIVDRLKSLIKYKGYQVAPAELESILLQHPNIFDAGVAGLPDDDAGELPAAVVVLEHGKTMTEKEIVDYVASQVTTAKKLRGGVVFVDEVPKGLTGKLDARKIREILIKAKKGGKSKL
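Purified P. pyralis luciferase (10nM final) with 10uM D-luciferin and 10uM ATP (Km levels) in 50mM Tris acetate pH 7.5, 10mM Mg acetate, 0.01% Tween-20, 0.05% BSA; qHTS 6-point titration, ~60 µM downward; luminescence read.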
Tb PFK inh: blocks T. brucei phosphofructokinase. O15648. Potency, µM (titrated, usually from 57.5 µM), inactives show at the highest dose activity, negative = inhibition, usual class: inhibitors. hit rate 0.17% among 330,000. AID 485367. T. brucei PFK, ADP-Glo luminescence;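 note: potency is the fitted concentration of half-maximal effect; 0% = uninhibited 1x PFK enzyme wells and -100% = no-enzyme wells; nearly all actives have a fitted effect of over 60% in size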
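ADP-Glo luminescence quantified ADP after 45 min at room temperature, with 1.25 nM T. brucei PFK, 0.1 mM ATP and 0.5 mM fructose-6-phosphate in pH 8.0 TEA buffer. qHTS titrations up to 57 µM; curves classified by quality.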
Numbers without * were called inactive; ? = inconclusive; . = no result given; [ ] = dose if it differs, or a comment. Unless noted, calls come from the whole dose curve; as a rule, active = well fitted curve in the direction sought with a large enough effect; inconclusive = small, poorly fitted or top-dose-only effect, or another doubt; inactive = no such curve, though single readings can be large; an effect the other way counts as inactive or inconclusive.

SMILES	KCNH2 3.1 block	uPA surface inh	NPC1 promoter act	Giardia kill	VP16 counter	ELG1 genotox	Rab9 prom act	Coupling enz	RORg inh	FLuc modulator	Tb PFK inh
Cc1ccc(C)c(NC(=O)CCN2C(=O)C3CC=CCC3C2=O)c1 (stereo unspecified)	-19.1	4.0%	-4.3%	3.2	.	1.3%	-1.0%	.	.	-1.4%	0.4%
COc1ccccc1NS(=O)(=O)c1ccc(-c2cc(C)no2)s1	16.0	?	-37.0%[inhibitor]	-8.1	-16.0%	0.1%	-35.7%[inhibitor]	5.2	21.4%	-6.0%	-6.9%
CCc1ccc(NC(=S)N(CCCN2CCOCC2)Cc2ccco2)cc1	-16.3	-6.2%	-3.3%	-10.7	18.3%	-0.5%	-4.9%	-0.2	?	0.4%	-0.8%
CC(=O)N1CCC(C(=O)Nc2nc(-c3ccccc3)ns2)CC1	-40.6	.	1.4%	-17.2	1.2%	3.8%	13.0%	1.7	-19.4%	-10.5%	1.8%
CCOc1ccc(NC(=O)C2CCCN(C(=O)NCc3ccccc3)C2)cc1 (stereo unspecified)	15.5	0.4%	-0.1%	-14.7	2.1%	-0.2%	-1.6%	1.0	-1.6%	2.3%	-4.9%
CCn1cc(Cl)c(C(=O)Nc2ccc3c(c2)OCCO3)n1	12.8	-7.2%	3.16µM*	-6.5	-15.2%	?	1.58µM*	2.9	-30.8%	6.01µM*	-4.6%
CC1=C(C(=O)OCC2CCCO2)C(c2ccc(F)cc2)NC(=O)N1 (stereo unspecified)	-1.4	1.5%	-5.1%	-14.8	-3.3%	-1.0%	-3.0%	3.9	32.7%	-0.9%	0.7%
NC(=O)CCCn1c(C(=O)c2cc(Cl)c(N)c(Cl)c2)c2ccc([N+](=O)[O-])cc2[n+]1[O-]	-6.6	3.16µM*	1.1%	?	.	5.2%	1.5%	.	.	-2.1%	0.0%
COc1ccc(NC(=O)c2cc(S(=O)(=O)N3CCCC3)ccc2C)cn1	-0.8	12.5%	-1.0%	20.8	.	-2.5%	0.9%	.	.	3.0%	4.8%
Cc1cc(C)nc(N/N=C/c2ccc3c(c2)OCCO3)n1	3.9	-1.0%	14.0%	-11.9	-17.9%	10.8%	?	-4.1	?	19µM*	-0.6%
CCCC(=O)Nc1cccc(-c2cn3ccsc3n2)c1	4.8	-3.8%	21.4%	-14.5	-5.2%	4.3%	24.5%	3.3	-22.2%	21.3µM*	9.3%
Cc1ccc(C(=O)NCCNS(C)(=O)=O)cc1	1.0	15.4%	10.1%	4.5	-1.3%	3.3%	19.8%	2.8	0.3%	-6.8%	5.3%
CC(NC(=O)c1ccc(NC2=NC3CS(=O)(=O)CC3S2)cc1)c1ccccc1 (stereo unspecified)	27.7	4.3%	0.0%	2.5	5.5%	-1.6%	2.1%	-3.2	-8.7%	1.1%	0.7%
COc1ccc(N2CCN(CCCNC(=O)Cn3c(=O)c4cccn4c4cccnc43)CC2)cc1	-30.5	?	-3.0%	-8.6	1.7%	-0.5%	-5.1%	.	-14.6%	0.6%	9.0%
O=c1c2ccccc2nc2c3ccccc3c(NCCN3CCOCC3)nn12	.	.	11.2%	.	20µM*	-0.8%	3.5%	-2.9	12.6µM*	4.4%	4.0%
O=c1c2cc(N3CCOCC3)ccc2[nH]c(=S)n1Cc1cccc(Cl)c1	-11.1	2.1%	-4.0%	48.5[activator]	5.62µM*	0.2%	-8.7%	-0.8	3.55µM*	6.4%	3.9%
O=C(Nc1nnc(-c2ccccc2)s1)c1ccccc1F	-4.5	?	2.51µM*	-2.4	0.8%	?	1.12µM*	0.0	12.6µM*	10.7µM*	0.1%
Cc1ccc(/C=C2\SC(=S)N(CCC(=O)N3CCOCC3)C2=O)cc1	-15.2	5.0%	-4.1%	2.7	4.4%	-3.7%	-21.6%	.	-14.6%	?	1.1%
O=S(=O)(c1ccc(NC(=S)NN=C(C2CC2)C2CC2)cc1)N1CCOCC1	1.7	10.0%	-2.3%	15.6	0.9%	-0.2%	-4.1%	-5.8	-16.1%	-4.6%	-4.6%
CCn1c(O)c(N=NC(=O)c2cccc(S(=O)(=O)N3CCCCC3)c2)c2ccccc21	.	-11.1%	0.4%	19.8	3.0%	-9.6%	-3.7%	1.8	?	1.7%	7.3%
Cc1ccc(Cn2c(=N)c(C(=O)NC3CCCCC3)cc3c(=O)n4ccccc4nc32)cc1	-43.6	9.4%	21.0%	-12.7	3.9%	-11.3%	2.3%	.	-5.4%	-0.6%	1.0%
COc1ccc(NS(=O)(=O)c2cc(NC(=O)/C=C/c3cc(OC)ccc3OC)ccc2N2CCCCC2)cc1	-5.4	-2.8%	-6.8%	10.7	-2.6%	4.8%	-0.5%	-13.7	7.8%	4.3%	5.2%
COc1ccc(OC)c(S(=O)(=O)NC2CC(=O)N(c3ccc(C)c(C)c3)C2)c1 (stereo unspecified)	0.8	19.9%	-0.5%	10.3	.	4.3%	-0.2%	.	.	1.4%	0.5%
COc1ccc2nc(NC(=O)CSc3nnnn3C)sc2c1	-2.7	-20.6%	2.82µM*	-18.7	-1.4%	14.5%	3.16µM*	-2.1	-22.2%	?	-4.3%
COC(=O)CSC1=NS(=O)(=O)c2ccccc21	-8.3	-4.0%	-17.8%	-2.9	.	4.2%	-13.2%	1.1	-23.7%[0.365 µM]	4.8%	-6.1%
CCCc1c(C(=O)OCC)[nH]c2c1C(=O)CCC2	1.9	-3.2%	2.4%	24.8	9.2%	-4.8%	-0.7%	-3.0	-20.8%	-0.8%	1.0%
CC(CNC(=O)C1CCCCC1)NC(=O)C1CCCCC1 (stereo unspecified)	?	-2.6%	4.5%	0.5	-6.2%	0.3%	-19.0%	-3.0	30.3%	0.4%	0.6%
Cc1ccc2c(c1)cc(C(=O)N1CCN(c3ccccn3)CC1)n2C	7.2	-0.9%	-2.6%	-1.1	-3.7%	-1.7%	1.1%	1.1	-6.3%	-0.2%	2.4%
CN1C(=O)NC(c2ccccc2[N+](=O)[O-])C2=C1CC(C)(C)CC2=O (stereo unspecified)	12.0	4.2%	3.8%	1.7	-0.8%	-3.6%	-6.5%	-0.7	-9.5%	1.9%	-0.4%
CC(=O)N(C)c1ccc(NC(=S)Nc2cccc3ccccc23)cc1	6.3	-3.6%	-3.9%	-6.6	?	0.1%	8.2%	-35.5*	?	-0.9%	-7.0%
CCOC(=O)C1=C(CSc2nc(-c3ccccc3)ccc2C#N)OC(N)=C(C#N)C1c1ccc(OC)cc1 (stereo unspecified)	-9.9	-4.8%	-1.2%	-7.4	-20.7%	?	-2.9%	-7.6	31.7%	15.1µM*	0.9%
Cc1ccc(C)c(S(=O)(=O)N2CCN(C(=O)CSc3ccccc3F)CC2)c1	-2.3	13.5%	1.2%	23.3	1.0%	-11.7%	1.0%	3.3	-3.9%	2.5%	-1.0%
Cc1cc(OCC(=O)Nc2cccc(S(=O)(=O)N3CCCC3)c2)ccc1Cl	-11.9	-3.4%	0.9%	19.3	.	-6.1%	-10.2%	.	.	?	0.4%
COCCOC(=O)C1=C(C)NC(=O)NC1c1cccs1 (stereo unspecified)	0.4	6.7%	2.7%	-17.0	-5.3%	-2.1%	3.0%	0.5	25.9%	-2.5%	0.0%
CCCCCCN1CC(O)=C(c2nc3ccccc3[nH]2)C1=N	12.1	-0.7%	22.4%	-18.7	5.8%	11.6%	20.2%	2.4	11.2%	-17.4%	0.8%
CC(C)C(c1nnnn1C(C)(C)C)N1CCN(c2cccc(Cl)c2)CC1 (stereo unspecified)	-13.8	5.6%	0.0%	-7.5	1.3%	-5.5%	-2.7%	-2.1	-8.1%	8.6%	-6.2%

3 entries drawn at random from the list so far:
SMILES	KCNH2 3.1 block	uPA surface inh	NPC1 promoter act	Giardia kill	VP16 counter	ELG1 genotox	Rab9 prom act	Coupling enz	RORg inh	FLuc modulator	Tb PFK inh
Cc1ccc(C)c(S(=O)(=O)N2CCN(C(=O)CSc3ccccc3F)CC2)c1	-2.3	13.5%	1.2%	23.3	1.0%	-11.7%	1.0%	3.3	-3.9%	2.5%	-1.0%
COCCOC(=O)C1=C(C)NC(=O)NC1c1cccs1 (stereo unspecified)	0.4	6.7%	2.7%	-17.0	-5.3%	-2.1%	3.0%	0.5	25.9%	-2.5%	0.0%
CCCCCCN1CC(O)=C(c2nc3ccccc3[nH]2)C1=N	12.1	-0.7%	22.4%	-18.7	5.8%	11.6%	20.2%	2.4	11.2%	-17.4%	0.8%
